Screening data as filed in PubChem.
NTR1 ag – NTR1-driven beta-arrestin-GFP spot formation – imaging, U2OS cells, high content, primary screen (AID 493036). P30989. agonist mode. activation, % at 20 µM. 330,000 tested, 0.17% active;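 active = activation at or above 40% of the spot to cytoplasm intensity ratio, with at least 20 cells analyzed; inconclusive = wells under 20 cells, flagged as cytotoxic or low count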;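 note: 0% = DMSO without peptide and 100% = 100 nM NTR1 peptide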
Target sequence (P30989 whole entry, looked up): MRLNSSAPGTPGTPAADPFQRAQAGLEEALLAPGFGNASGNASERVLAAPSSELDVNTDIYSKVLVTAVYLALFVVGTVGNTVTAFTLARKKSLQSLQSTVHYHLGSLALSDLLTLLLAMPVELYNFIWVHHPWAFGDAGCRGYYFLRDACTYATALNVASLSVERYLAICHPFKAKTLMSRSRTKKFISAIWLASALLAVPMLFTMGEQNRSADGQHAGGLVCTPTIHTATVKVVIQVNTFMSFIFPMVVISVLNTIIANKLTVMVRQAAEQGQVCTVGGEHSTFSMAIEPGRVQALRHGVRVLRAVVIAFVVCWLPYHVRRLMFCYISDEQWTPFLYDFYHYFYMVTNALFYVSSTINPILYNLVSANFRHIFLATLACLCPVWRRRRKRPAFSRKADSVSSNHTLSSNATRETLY
Salmonella PhoP GFP – PhoP-dependent GFP reporter repression – Salmonella Typhimurium, primary screen (AID 1863); S. Typhimurium PhoP-regulated promoter GFP reporter, 4 h; higher % means a stronger effect; inhibition, % at 50 µM; hits with a dose series show IC50 in µM; 300,000 tested, 0.16% active;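 active = inhibition over 29.93%, a cutoff 3 SD above the screen mean, later confirmed by dose response; inconclusive = inhibition over 29.93% but no dose response follow-up; inactive = inhibition at most 29.93% or unconfirmed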;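 note: 0% = low Mg2+ inducing control and 100% = high Mg2+ repressing control; strong numbers were not always called active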
HIV fusion peptide – cell-free HIV fusion peptide-binding blockers – biochemical, uHTS, fluorescence dequenching, primary screen (AID 1986); cell-free peptide binding, fluorescence dequenching, 30 min; higher % means a stronger effect; 290,000 tested, 0.3% active; inhibition, % at 20 µM, or IC50 in µM where a hit was titrated; in the data active = inhibition mostly above about 52%, no sharp cut-off; inactive = mostly below about 76%; note: some results filed as inactive read as strong as hits
Siah-1 displacement – blockers of Siah-1 interaction with plectin peptide – biochemical, fluorescence polarization, rhodamine-plectin, uHTS, primary screen (AID 1817). Siah-1 / rhodamine-plectin peptide fluorescence polarization; higher % means a stronger effect. displacement, % at 20 µM; hits with a dose series show IC50 in µM. 290,000 tested, 0.02% active;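 active = displacement of at least 50% at 20 µM, with a fluorescence ratio check between 0.3 and a set limit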;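 note: plate controls were Siah plus tracer with DMSO for no effect and tracer alone without Siah for full effect; strong numbers were not always called active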
GPR55 LPI antagonism – inhibition of LPI-stimulated GPR55 beta-arrestin translocation – imaging, U2OS, beta-arrestin-GFP, LPI agonist, primary screen (AID 2013); inhibition, % at 10 µM; hits with a dose series show IC50 in µM; U2OS GPR55 beta-arrestin-GFP translocation imaging, LPI antagonism; higher % means a stronger effect; 290,000 tested, 0.13% active;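 active = spots per cell inhibited over 60%, with over 100 cells counted and total cytoplasm intensity under 500,000; inconclusive = wells with under 100 cells, flagged as likely toxic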;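 note: U2OS cells stably carrying GPR55 and arrestin-GFP stimulated by 5 µM LPI near EC80; imaged beta-arrestin-GFP aggregate spots per cell after agonist stimulation; plate controls were LPI-stimulated DMSO wells for no effect and DMSO wells without LPI for full effect; some results filed as inactive read as strong as hits; confirmed hits need IC50 under 10 µM and bright autofluorescent wells are also inconclusive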
Myeloid diff 2 – promotes myeloid progenitor differentiation; AID 624256; 360,000 tested, 1% active; ER-HoxA9 myeloid progenitors, lysozyme-GFP differentiation, flow cytometry; calls only at 10 µM;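 active = normalized GFP-positive differentiation at or above the plate's own cutoff, the solvent-only control mean plus 3 SD; inconclusive = no clear call, values can overlap the other calls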;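 note: cells exposed to compound for four days before flow analysis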
LYP phosphatase – PTPN22 lymphoid phosphatase activity blockers – biochemical, fluorescence intensity, uHTS (AID 1779) | recombinant LYP phosphatase, fluorescence intensity; higher % means a stronger effect | 290,000 tested, 0.054% active | one-dose inhibition, % at 11.5 µM; IC50 in µM for titrated hits; in the data active = inhibition above about 50%;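 note: plate controls were vehicle with enzyme for no effect and no enzyme for full effect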
GPR35 antagonists – GPR35 antagonists blocking zaprinast-driven arrestin recruitment, primary screen, imaging, U2OS, beta-arrestin-GFP, zaprinast agonist (AID 2058); U2OS GPR35 beta-arrestin-GFP translocation imaging, zaprinast antagonism; higher % means a stronger effect; inhibition, % at 10 µM; hits with a dose series show IC50 in µM; 290,000 tested, 0.052% active;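 active = inhibition of at least 50% with at least 30 cells and total cytoplasm GFP at most 10,000,000; inconclusive = under 30 cells or total GFP of 10,000,000 plus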
MgcRacGAP inhibition – MgcRacGAP GTPase-activating activity inhibitors, confirmation, biochemical, ADP Hunter fluorescence. MgcRacGAP-stimulated Rac1 GTP hydrolysis, ADP Hunter fluorescence; higher % means a stronger effect; GST-tagged Rac1 F28L mutant substrate. inhibition, % at 30 µM; hits with a dose series show IC50 in µM. 340,000 tested, 0.6% active. AID 624330;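 active = first-screen hits whose inhibition reached a set limit at any dose in the follow-up dose series; inconclusive = inhibition above the set first-screen limit but never retested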;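 note: fluorescence reports GDP produced by GAP-driven GTP hydrolysis; strong numbers were not always called active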
NTR1 ag cell count 20 µM – recorded beside NTR1 ag, whose call it bears; cell count; measured here: cell count, cytotoxicity flag
Myeloid diff 2 GFP+ MAC1+ % – also measured in Myeloid diff 2; calls as there; GFP+ MAC1+ double positive, %; measured here: differentiation confirmed by MAC1 staining
The depositor's hits bear a star; i = inactive; ? = inconclusive; / = no result given.

SMILES	NTR1 ag	NTR1 ag cell count 20 µM	Salmonella PhoP GFP	HIV fusion peptide	Siah-1 displacement	GPR55 LPI antagonism	Myeloid diff 2	Myeloid diff 2 GFP+ MAC1+ %	LYP phosphatase	GPR35 antagonists	MgcRacGAP inhibition
COC(=O)COc1ccc2cc(-c3ccccc3)c(=O)oc2c1	1.7	57	-6%	-0.9%	6%	2%	i	0.0	-44%	13%	-5%
COCCn1nnnc1C(c1cc2cc(C)cc(C)c2[nH]c1=O)N1CCN(c2ccccc2F)CC1 (configuration not stated)	0.5	53	15%	0.1%	11%	-2%	i	1.1	4%	-18%	-8%
CC(Oc1ccc2c(=O)c(-c3ccc(Cl)cc3)c(C(F)(F)F)oc2c1)C(=O)O (configuration not stated)	1.3	53	-5%	4.0%	0%	5%	i	0.4	-3%	-10%	12%
C=CCn1c(N)c(C(=O)NCc2ccco2)sc1=S	-1.4	74	-1%	-1.5%	-1%	8%	i	1.0	2%	-9%	5%
CC(C)Oc1ccc(C(=O)/C(=C\c2cccs2)c2nc3ccccc3o2)cc1	-1.2	78	9%	-1.8%	-4%	0%	i	0.4	2%	6%	7%
Cc1ccc(C)c(NC(=O)c2ccc(OC(=O)c3ccco3)cc2)c1	1.5	83	-8%	0.1%	1%	-9%	i	8.3	-5%	-8%	1%
CCOC(=O)C1(CCc2ccccc2)CCN(C(=O)c2ccoc2)CC1	-0.2	21	3%	1.1%	4%	10%	i	1.0	-8%	2%	4%
Cc1nc2ccc(Cl)cc2nc(C)/c1=N\O	0.1	54	-11%	1.1%	-3%	5%	i	1.2	-9%	23%	4%
N#Cc1nc(-c2cccs2)oc1NCc1ccc2c(c1)OCO2	2.9	53	0%	2.1%	-4%	5%	i	0.1	-2%	14%	7%
NC(=O)N/N=C/c1c(F)c(F)c(F)c(F)c1F	-0.3	61	-3%	1.0%	8%	10%	i	0.0	-6%	-10%	0%
CCc1ccc(NC(=O)CSCc2nc(N)nc(Nc3ccccc3CC)n2)cc1	1.5	73	16%	3.7%	6%	-4%	i	2.0	-4%	-19%	4%
CN(C)c1ccc(S(=O)(=O)NCC(=O)OCC(=O)Nc2cc(Cl)cc(Cl)c2)cc1[N+](=O)[O-]	-1.9	60	5%	-1.6%	4%	-3%	i	0.4	3%	-2%	2%
CCOc1cc(NC(=O)CCl)c(OCC)cc1NC(=O)CCl	2.9	58	2%	-2.3%	4%	-9%	?	/	-8%	-4%	16%
COC(=O)Cn1c(=O)c2c(nc3n2CCCN3CCc2ccc(OC)c(OC)c2)n(C)c1=O	-0.7	82	12%	0.9%	6%	12%	i	1.1	-4%	0%	0%
COc1ccccc1-c1cc(C(=O)N2CCCCC2)no1	0.5	91	-7%	-1.4%	1%	-1%	i	3.0	-3%	22%	1%
Cc1ccc(S(=O)(=O)N2CCCCC2CCNC(=O)C(=O)NCc2ccco2)cc1 (configuration not stated)	0.4	75	8%	/	/	/	i	0.8	/	/	1%
Oc1ccccc1/C=C/c1noc(-c2ccccc2O)n1	4.0	45	-8%	-1.6%	4%	6%	i	0.2	0%	0%	6%
CCC(=O)N1CCc2cc(S(=O)(=O)CCC(=O)NCc3ccc(C)cc3)ccc21	-1.0	55	1%	2.1%	14%	11%	?	/	-13%	-11%	78%
S=C(NC1CCCC1)N1CCOCC1	-1.2	82	-5%	1.3%	2%	7%	i	0.3	-4%	4%	-6%
CCCC(c1nnnn1Cc1ccc(OC)cc1)N1CCN(c2ccccc2)CC1 (configuration not stated)	/	/	4%	-0.9%	1%	27%	i	0.4	-5%	0%	-2%
Cc1ccc(-c2nn(-c3ccccn3)c(=O)c3ccccc23)cc1C	0.4	58	-6%	1.0%	8%	-4%	i	0.4	-3%	-3%	16%
COc1ccc(Cc2n[nH]c(=S)n2NC(=O)Nc2ccc(C)cc2)cc1	1.5	51	-13%	-1.0%	-6%	-3%	i	0.0	-8%	14%	-4%
Oc1ccccc1-c1nc(NCc2ccco2)c2ccccc2n1	9.8	68	2%	15%	-4%	14%	i	0.6	1%	-12%	-4%
CC(=O)c1cccc(NC(=S)NCc2ccco2)c1	1.7	40	-1%	1.6%	1%	6%	i	0.8	-8%	1%	1%
Cc1ccccc1S(=O)(=O)c1c(C)cc(C)n(C(C)C)c1=O	0.4	70	-1%	27%	-1%	2%	i	0.7	-4%	-3%	2%
CCOC(=O)CSc1nnc(NC(=O)c2cccc([N+](=O)[O-])c2)s1	-0.9	46	-15%	2.1%	-2%	4%	i	0.4	5%	8%	5%
COc1ccc(N(CC(=O)NCc2ccc3c(c2)OCO3)S(=O)(=O)c2c(C)nn(C)c2C)cc1	3.3	59	4%	-1.4%	-4%	5%	i	6.8	-3%	14%	2%
CN(C)S(=O)(=O)c1ccc(C(=O)OCC2COC(C)(C)O2)cc1 (configuration not stated)	-1.2	43	-6%	-1.3%	0%	2%	i	0.3	1%	2%	3%
Cc1ccccc1NC1=C(Cl)C(=O)OC1NC(=O)c1ccccc1 (configuration not stated)	-0.4	59	-4%	-1.4%	-1%	2%	i	5.1	-5%	-6%	3%
CCS(=O)(=O)NCCNc1ccc([N+](=O)[O-])cc1	1.4	39	7%	-1.5%	-1%	-7%	i	0.8	-3%	3%	7%
CC(=O)CCc1ccc(OCCCCn2cncn2)cc1	-0.2	69	26%	-0.2%	3%	4%	i	0.9	-3%	-13%	8%
N#Cc1ccc(C(=O)Nc2cccc3cccnc23)c(F)c1	-1.4	98	-1%	0.0%	44%	-9%	i	0.4	-9%	-6%	14%
COc1ccc(C(=O)N/C(=C\c2cn(C)c3ccccc23)C(=O)N2CCOCC2)cc1OC	2.0	77	-8%	1.0%	12%	17%	i	1.5	-5%	5%	8%
N#C/C(=C\c1cn(Cc2ccc(F)cc2)c2ccccc12)C(=O)NCc1ccco1	18	56	1%	16%	-4%	-12%	i	0.5	-6%	8%	5%
O=C(c1ccco1)N1CCCC(c2nc3c(nnn3Cc3ccccc3)c(=O)[nH]2)C1 (configuration not stated)	-1.3	58	-2%	-1.0%	6%	10%	i	1.3	-7%	-2%	7%
OCC[C@H]1C[C@H](O)[C@@H](O)[C@]2(Cc3ccccc3CO2)O1	-0.3	46	-5%	/	/	/	i	2.0	/	/	4%
CCOc1ccc(NC(=S)NC(=O)C2CCCC2)cc1	2.4	59	-7%	-1.8%	10%	9%	i	0.7	0%	2%	11%
Cc1nn(-c2ccccc2)c(C)c1/C=N/N1CCN(c2ccccn2)CC1	0.8	40	-2%	-1.2%	-5%	-3%	i	0.2	-1%	2%	4%
O=C(NC1CCCC1)C(c1c[nH]c2ccccc12)N(C(=O)Cn1nnc(-c2ccc(Cl)cc2)n1)c1ccccc1 (configuration not stated)	2.4	83	-13%	5.8%	-2%	-3%	i	2.0	9%	12%	5%
COc1ccccc1C(=O)NC(C)c1ccc(-n2ccnc2)cc1 (configuration not stated)	0.0	66	17%	-1.4%	-2%	-6%	i	0.8	-6%	16%	8%

The list goes on, starting with the last 2 of the part before.
SMILES	NTR1 ag	NTR1 ag cell count 20 µM	Salmonella PhoP GFP	HIV fusion peptide	Siah-1 displacement	GPR55 LPI antagonism	Myeloid diff 2	Myeloid diff 2 GFP+ MAC1+ %	LYP phosphatase	GPR35 antagonists	MgcRacGAP inhibition
O=C(NC1CCCC1)C(c1c[nH]c2ccccc12)N(C(=O)Cn1nnc(-c2ccc(Cl)cc2)n1)c1ccccc1 (configuration not stated)	2.4	83	-13%	5.8%	-2%	-3%	i	2.0	9%	12%	5%
COc1ccccc1C(=O)NC(C)c1ccc(-n2ccnc2)cc1 (configuration not stated)	0.0	66	17%	-1.4%	-2%	-6%	i	0.8	-6%	16%	8%
Cc1cccc(NC(=O)CSc2nnc(C)c(=O)n2N)c1C	-2.3	66	7%	-0.3%	-2%	-10%	i	0.3	0%	4%	2%
COCCN(C(=O)CN1CCN(S(=O)(=O)c2ccc(F)cc2)CC1)c1c(N)n(Cc2ccccc2)c(=O)[nH]c1=O	-0.8	38	-6%	-1.7%	2%	12%	i	0.5	-5%	-7%	-11%
COc1cc([N+](=O)[O-])ccc1NC(=O)C[n+]1ccccc1	-0.5	62	0%	1.5%	1%	-4%	i	0.4	1%	8%	2%
O=C(Nc1cccc(C(F)(F)F)c1)C1CCCCC1	-0.5	49	-4%	0.5%	0%	0%	i	1.1	1%	11%	17%
Cc1ccc(-c2nnn(CC(=O)N(Cc3cccs3)C(C(=O)NC3CCCCC3)c3ccco3)n2)o1 (configuration not stated)	-1.4	91	8%	1.2%	4%	-4%	i	2.1	-2%	0%	7%
CC(C)c1ccc(S(=O)(=O)N2CCCCC2)cc1	-1.0	94	8%	0.5%	1%	14%	i	0.5	-4%	-11%	6%
O=C(CN1CCN(S(=O)(=O)/C=C/c2ccccc2)CC1)Nc1ccc(N2CCOCC2)cc1	-1.4	36	5%	-0.6%	0%	-2%	i	0.5	-3%	-18%	7%
Cc1cc(SCC(=O)NN=C2CCN(C(C)C)CC2)c(C)cc1Br	3.1	66	3%	1.0%	4%	3%	i	0.6	-6%	-14%	4%
O=c1[nH]cc(C(F)(F)F)cc1NS(=O)(=O)c1ccc([N+](=O)[O-])cc1	-0.9	55	-4%	1.3%	-2%	-2%	i	0.3	-3%	-2%	5%
CC(=O)Nc1ccc(NC(=O)CSc2ccc(-c3ccco3)nn2)cc1	1.1	66	-2%	4.8%	16%	4%	i	0.3	-2%	-8%	13%
O=C(N1CCOCC1)N1CCCN(C(=O)N2CCOCC2)CC1	0.6	46	0%	-2.4%	-7%	4%	i	1.4	-1%	10%	13%
Cc1nn(C2CCS(=O)(=O)C2)c(C)c1C=O (configuration not stated)	1.0	51	4%	-0.9%	-5%	8%	i	0.5	-5%	-4%	5%
CSc1nnc(C)c(=O)n1COC(=O)c1ccc(S(=O)(=O)N(C)C)cc1	-0.2	67	-6%	-2.9%	-9%	3%	i	1.0	-6%	5%	14%
O=[N+]([O-])c1cccc(/C=N/n2c(C3CCCCC3)n[nH]c2=S)c1	8.8	33	3%	1.7%	4%	-2%	i	0.4	-1%	-24%	4%
COc1cccc(C(=O)NCC(=O)N/N=C/c2cccc(OC(=O)c3ccc([N+](=O)[O-])cc3)c2)c1	3.8	76	-3%	0.2%	3%	2%	i	0.5	-5%	-7%	15%
